Screening data from PubChem.
TRb SRC2 PPI – TRbeta-SRC2 interaction inhibition; P10828; 280,000 tested, 0.065% active; Potency, µM (series often up to 106 µM), for inactives: top-dose activity change, negative = inhibition, usual class: inhibitors; TRbeta-SRC2 peptide binding, fluorescence polarization; receptor liganded with 1 µM T3;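 also: plate controls were bound peptide for no effect and peptide without receptor for full effect; nearly all actives have a fitted effect of over 50% in size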
Target sequence (P10828 whole entry, looked up): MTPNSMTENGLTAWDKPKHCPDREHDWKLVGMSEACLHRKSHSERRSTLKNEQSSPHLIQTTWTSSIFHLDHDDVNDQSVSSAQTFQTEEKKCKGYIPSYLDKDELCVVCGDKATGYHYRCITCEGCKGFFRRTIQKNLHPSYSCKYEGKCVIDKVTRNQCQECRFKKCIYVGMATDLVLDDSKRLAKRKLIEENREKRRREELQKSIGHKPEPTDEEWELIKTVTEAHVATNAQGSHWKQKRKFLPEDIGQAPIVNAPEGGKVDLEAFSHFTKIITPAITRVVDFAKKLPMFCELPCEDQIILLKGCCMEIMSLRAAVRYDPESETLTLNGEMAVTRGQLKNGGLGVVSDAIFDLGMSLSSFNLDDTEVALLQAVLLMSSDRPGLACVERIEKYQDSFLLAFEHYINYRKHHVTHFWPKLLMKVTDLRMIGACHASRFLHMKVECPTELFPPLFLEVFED
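TRb LBD 0.6 uM + Texas Red SRC2 peptide 20 nM, 1 uM T3, Tris buffer w/ 5% DMSO; compound pinned, 5 h RT; FP read ex 555/em 632; normalized to unbound and bound controls.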
SMN2 splice up – enhancers of SMN2 splice variant expression. HEK293 SMN2-luciferase splicing reporter, luminescence, 30-36 h. Potency, µM (series often up to 46.1 µM), without a hit: top-dose activity change, positive = activation, hits mostly activators. 210,000 tested, 2.8% active. AID 1458; also: % of control where 0% means no effect; nearly all actives have a fitted effect of over 55% in size
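qHTS luciferase splicing reporter: luminescence rises when SMN2 exon 7 is included in transfected HEK293 cells. Compound exposure lasted 30-36 h at 37C, with 4.5 mM final sodium butyrate as control, followed by a ONE-Glo read.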
TexasRed fluor – alters Texas Red total fluorescence, flagging assay interference | AID 1479 | TRb/SRC2 Texas Red total fluorescence interference | Potency, µM (titrated, usually from 106 µM), for the others: top-dose fluorescence change, negative = quenching | 280,000 tested, 0.29% active; active = well fitted curve in either direction with a large enough effect; inconclusive = small, poorly fitted or top-dose-only effect; also: % is scaled to controls: 0 for no effect and ±100 for the full control effect
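Flags fluorescent or light-absorbing compounds by total fluorescence, S + 2P, at 555 nm excitation and 632 nm emission. Mixture: 20 nM Texas Red SRC2 peptide, 0.6 uM human TRb LBD, 1 uM T3, 5% DMSO; compound exposure 5 h at ambient temperature.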
* hit, by the source's call; ? = inconclusive; [ ] = another dose, or the depositor's remark. Unless noted, calls follow the shape of the dose curve; as a rule, active = well fitted curve in the direction sought with a large enough effect; inconclusive = small, poorly fitted or top-dose-only effect, or another doubt; inactive = no such curve, though single readings can be large; an effect the other way counts as inactive or inconclusive. Potency is read from the fitted curve at half-maximal effect. This is a subset. The share of hits here may be higher or lower than overall.

SMILES	TRb SRC2 PPI	SMN2 splice up	TexasRed fluor
CCOCCCNC(=O)c1cn(CC)c2ccc(S(=O)(=O)N3CCOCC3)cc2c1=O	-3%	13%	0%
C#CCn1c(=O)n(-c2cccc(Cl)c2C)c(=O)c2c3c(sc21)CN(C(C)=O)CC3	2%	22%	-1%
CCCSc1ncc(Cl)c(C(=O)Nc2ccc(S(=O)(=O)N3CCCCC3C)cc2)n1 (stereo unspecified)	1%	-30%	3%
COc1cc(OC)c(NC(=O)C2CCN(S(=O)(=O)c3ccc4c(c3)oc(=O)n4C)CC2)cc1Cl	4%	-2%	-1%
Cc1ccc(Nc2nc3ccccc3c3nncn23)cc1C	-6%	-10%	-1%
CCc1cc2c(cc3c(=O)n(CC(=O)NCCc4ccccc4)ncn32)s1	7%	0%	-8%
CCOc1ccc(CCNC(=O)c2nn(-c3ccc(OC)cc3)c(=O)c3c2c2ccccc2n3C)cc1OCC	-3%	-13%	1%
CCc1ccc(NC(=O)Cn2c(=O)n(CCCCC(=O)NCCc3ccccc3)c(=O)c3ccccc32)cc1	4%	-13%	-9%
Cc1ccc(NC(=O)CSc2ncc(S(=O)(=O)c3ccc(C(C)C)cc3)c(=O)[nH]2)cc1C	-19%[53 µM]	-3%	-76%[53 µM]
COc1ccc2oc(-c3ccc(C)c(NC(=O)c4ccc(N5CCCCC5)c([N+](=O)[O-])c4)c3)nc2c1	6%	10%	-14%
CCOc1ccc(OCCOCCn2c(-c3ccc(Cl)cc3)nc3ccccc3c2=O)cc1	-5%	-5%	-2%
CN(C(=O)c1oc(=O)c2ccccc2c1-c1ccccc1)c1cccc(Cl)c1	3%	-12%	-11%
CCCCN(CC)CCNc1ncnc2onc(-c3ccc(Cl)cc3)c12	-2%	-4%	1%
CCc1nn(CC(=O)NCCc2ccc(SC)cc2)c(=O)c2cc3sccc3n12	6%	-6%	-12%
Cc1nn(-c2ccccc2)c2sc(C(=O)Nc3cccc(O)c3)cc12	13%	7%	-6%
Cc1ccc(CNc2nc3c(S(=O)(=O)c4ccc(C)c(C)c4)nnn3c3ccc(Cl)cc23)cc1	-1%	7%	5%
Cc1ccccc1-c1nnc(SCC(=O)N2CCCc3ccccc32)o1	8%	-11%	-1%
O=C(Nc1ccc(Cl)c(C(F)(F)F)c1)C(Cc1ccccc1)NS(=O)(=O)c1cccc2nsnc12 (stereo unspecified)	-4%	-2%	-2%
CCc1nn(CC(=O)N2CCN(c3cccc(C(F)(F)F)c3)CC2)c(=O)c2cc3occc3n12	2%	7%	-2%
Cc1ccc(-n2nc3ccc(NC(=O)COc4ccccc4)cc3n2)cc1Cl	0%	12%	-3%
COc1ccccc1-c1nnc(C2CCN(S(=O)(=O)c3ccc(CC(C)C)cc3)CC2)o1	1%	-36%[inhibitor]	0%
CCCN1C(=O)C2(c3ccccc31)c1c(oc3ccc(C)cc3c1=O)C(=O)N2CCOC (stereo unspecified)	1%	12%	8%
COc1cc2c(cc1OC)C(c1ccc(Cl)cc1)N(c1ccc(C)c(F)c1)C(=O)C2 (stereo unspecified)	0%	-31%[inhibitor]	0%
Cc1nn(-c2ccccc2)c2c1cc1c(=O)n(C)c(=O)nc-1n2-c1cccc(Cl)c1	-4%	6%	0%
Cc1ccc(-c2nnn3c2nc(NC2CCC(C)CC2)c2ccccc23)cc1 (stereo unspecified)	-2%	16%	-4%

Part of the list above, bar-delimited:
SMILES | TRb SRC2 PPI | SMN2 splice up | TexasRed fluor
CCOc1ccc(CCNC(=O)c2nn(-c3ccc(OC)cc3)c(=O)c3c2c2ccccc2n3C)cc1OCC | -3% | -13% | 1%
CCc1ccc(NC(=O)Cn2c(=O)n(CCCCC(=O)NCCc3ccccc3)c(=O)c3ccccc32)cc1 | 4% | -13% | -9%
Cc1ccc(NC(=O)CSc2ncc(S(=O)(=O)c3ccc(C(C)C)cc3)c(=O)[nH]2)cc1C | -19%[53 µM] | -3% | -76%[53 µM]
COc1ccc2oc(-c3ccc(C)c(NC(=O)c4ccc(N5CCCCC5)c([N+](=O)[O-])c4)c3)nc2c1 | 6% | 10% | -14%
CCOc1ccc(OCCOCCn2c(-c3ccc(Cl)cc3)nc3ccccc3c2=O)cc1 | -5% | -5% | -2%
CN(C(=O)c1oc(=O)c2ccccc2c1-c1ccccc1)c1cccc(Cl)c1 | 3% | -12% | -11%

(cont.)
SMILES	TRb SRC2 PPI	SMN2 splice up	TexasRed fluor
CCC(C)n1c(=N)c(C(=O)NC2CCCC2)cc2c(=O)n3ccccc3nc21 (stereo unspecified)	12%	-4%	-4%
CCc1ccc(CN(Cc2ccco2)C(=O)COc2ccc(Cl)cc2C)cc1	-2%	-20%	-1%
COC(=O)c1cccnc1-n1c(=O)c2cccnc2n(CC(=O)Nc2ccccc2F)c1=O	0%	-4%	-2%
Cc1nc2nncn2c(N2CCN(c3ccccc3)CC2)c1C	0%	-19%	0%
Cc1cccn2c(=O)c(C(=O)NCCc3ccc(S(N)(=O)=O)cc3)c(O)nc12	-7%	-13%	9%
Cn1c(=O)c(=O)n(C)c2cc(NC(=O)c3ccccc3Br)ccc21	4%	-12%	-1%
Cc1ccc2c(c1)c(=O)c1ccccc1n2CCCC(=O)Nc1cc(Cl)ccc1C	0%	16%	4%
CSc1ncc(Cl)c(C(=O)Nc2c(C(=O)c3ccc(Cl)cc3)oc3ccccc23)n1	-7%	-1%	?
Cc1cc(C)n2nc(CNC(=O)c3cccc(Cl)c3)nc2n1	-9%	-10%	-1%
O=C(Nc1ccc(C(F)(F)F)cc1)N1CCC(N2CCCCC2)CC1	-1%	-6%	-6%
CN(C(=O)c1cc(-c2ccccc2O)on1)c1ccccc1	-2%	-5%	-2%
Cc1ccc(-c2cc3ncc4c(n3n2)-c2cc(C)ccc2OC4)cc1	0%	3%	2%
O=C(C1CC1)N1CCc2cc(Br)cc(S(=O)(=O)N3CCN(c4ccccc4F)CC3)c21	3%	0%	-2%
CN(C)c1ccc(/C=C(\C#N)c2nc(-c3ccc(Cl)c(Cl)c3)cs2)cc1	-7%	7%	6%
CCCCN(C)CC(O)Cn1cc(/C=C/C(=O)c2ccc(C)cc2)c2ccccc21 (stereo unspecified)	2%	-71%[inhibitor]	-4%
CCn1cc(C(=O)N2CCN(c3cc(C)ccc3C)CC2)c(=O)c2cc(S(=O)(=O)N(C)C3CCCCC3)ccc21	2%	-13%	-4%
CC1=C(C(=O)OCC2CCCCC2)C(c2cccc(Cl)c2Cl)CC(=O)N1 (stereo unspecified)	5%	3%	-1%
CCOc1ccc(CNCc2c(C(=O)O)c(C)n(Cc3cccc(OC)c3)c2C)cc1OC	3%	-12%	-3%
CCOC(=O)c1cnc2ccc(C(=O)OC)cc2c1Nc1ccc(OCc2ccccc2Cl)cc1	-1%	-6%	-3%
Cn1nc(-c2ccc(OCC(=O)Nc3ccc(Cl)cc3)cc2)c2ccccc2c1=O	-38%[1.83 µM]	-6%	-80%[1.83 µM]
COc1c(Cl)cc(C(=O)N(Cc2ccccc2F)C2CCS(=O)(=O)C2)cc1Cl (stereo unspecified)	-5%	1%	7%
Cc1ccc2c(c1)cc1c(=O)n(Cc3ccc(Cl)cc3)nc(C)n12	4%	22%	-2%
CC(=O)c1ccc(NC(=O)Cn2c3ncccc3c(=O)n2-c2ccc(C)cc2)cc1	?	-6%	89µM*[quencher]
Cc1cc(C)cc(NC(=O)CSc2oc(-c3ccco3)nc2S(=O)(=O)c2ccc(Cl)cc2)c1	1%	-26%	-1%
Cc1cc(C)cc(NS(=O)(=O)c2ccc3[nH]cc(C(=O)N4CCCCC4)c(=O)c3c2)c1	7%	1%	-1%

Quoted at random: 3 entries already listed
SMILES	TRb SRC2 PPI	SMN2 splice up	TexasRed fluor
CN(C)c1ccc(/C=C(\C#N)c2nc(-c3ccc(Cl)c(Cl)c3)cs2)cc1	-7%	7%	6%
CCCCN(C)CC(O)Cn1cc(/C=C/C(=O)c2ccc(C)cc2)c2ccccc21 (stereo unspecified)	2%	-71%[inhibitor]	-4%
COc1cc(OC)c(NC(=O)C2CCN(S(=O)(=O)c3ccc4c(c3)oc(=O)n4C)CC2)cc1Cl	4%	-2%	-1%

Further results:
SMILES	TRb SRC2 PPI	SMN2 splice up	TexasRed fluor
CCCCCCNc1ncnc2c1sc1nc(N3CCOCC3)c3c(c12)CCCC3	-4%	12%	4%
COc1ccc(NC(=O)c2c(NC(=O)C(F)(F)F)sc3c2CCCCC3)cc1	0%	-56%[inhibitor]	-4%
COc1cccc(-n2c(=O)c3sc4ccccc4c3n(CC(=O)Nc3ccccc3OC)c2=O)c1	-3%	0%	1%
CC(C)c1ccc(NC(=O)C2CCCN(S(=O)(=O)c3cccc4nsnc34)C2)cc1 (stereo unspecified)	14%	1%	-1%
CCOC(=O)c1c(NC(=O)/C=C/c2ccc(Cl)cc2)sc2c1CCC(C)C2 (stereo unspecified)	4%	-3%	-16%
COc1cc(C(=O)Nc2cc(C)c(O)c(-c3nc4cc(Cl)ccc4o3)c2)cc(OC)c1OC	4%	14%	-14%
CCN1CCN(c2c(S(=O)(=O)c3ccc(C)c(C)c3)cnc3ccc(F)cc23)CC1	1%	-3%	-12%
CS(=O)(=O)c1ncc(Cl)c(C(=O)Nc2c(C(=O)c3ccc(Cl)cc3)oc3ccccc23)n1	-5%	5%	11%
COc1ccc(-n2nc(C(=O)N3CCN(c4cccc(C)c4)C(C)C3)c3c4ccccc4n(C)c3c2=O)cc1Cl (stereo unspecified)	-1%	0%	-1%
CCN(CC)S(=O)(=O)c1ccc2c(c1)c(=O)c(C(=O)N1CCN(c3ccccc3OC)CC1)cn2C	-8%	-4%	-1%
CCOC(=O)c1cc(-c2ccc(C)cc2)n(CC(=O)NC2CCCCCC2)c1C	-1%	-1%	-6%
Cc1cc(C)n2nc(CNS(=O)(=O)c3ccc(F)cc3)nc2n1	-1%	4%	-3%
COc1cc(OC)c(Nc2ncnc3onc(-c4cccc(Cl)c4)c23)cc1Cl	-1%	-1%	-1%
COCCNC(=O)CCCn1c(=O)[nH]c2ccsc2c1=O	5%	-2%	-3%
COc1ccc(NC(=O)c2c(NC(=O)c3cccc(C)c3)sc3c2CCCC3)cc1	10%	-3%	-2%
Cc1cc(NS(=O)(=O)c2ccc(NC(=O)c3ccccc3F)cc2)nc(C)n1	2%	-16%	0%
CCn1cc(C2N3CC4(CC)CN2CC(CC)(C3)C4=O)c2ccccc21 (stereo unspecified)	7%	-2%	-1%
CCN(CC)CCNC(=O)CN1C(=O)COc2ccc(S(=O)(=O)N3CCOCC3)cc21	3%	3%	4%
CCc1ccc(S(=O)(=O)c2nnn3c2nc(N2CCCC(C)C2)c2cc(Cl)ccc23)cc1 (stereo unspecified)	-6%	-1%	?
CCOC(=O)c1ccc(NC2=CC(c3ccc(O)c(OCC)c3)N(c3ccc(C(=O)OCC)cc3)C2=O)cc1 (stereo unspecified)	0%	1%	0%
CCC(Cn1nnc2ccccc2c1=O)NC(=O)Nc1ccccc1Cl (stereo unspecified)	-12%	17%	0%
Cc1ccc2c(c1)c(=O)c1ccccc1n2CCCC(=O)Nc1ccc(C)c(F)c1	2%	-61%[inhibitor]	6%
CCC(C)NC(=O)C1CCN(C(=O)c2cc3sccc3n2Cc2ccc(Cl)cc2)CC1 (stereo unspecified)	4%	-49%[inhibitor]	2%
Cc1ccc(CNC(=O)c2cc3c(s2)-c2c(C)cccc2OC3)cc1	5%	3%	8%
COc1ccc2c(c1)sc1ncc(C(=O)NCc3ccc(OC(C)C)cc3)c(=O)n12	7%	-16%	-3%

The list goes on.
SMILES	TRb SRC2 PPI	SMN2 splice up	TexasRed fluor
CCOc1ccc(C(=O)N2CCC(c3nc(-c4ccc(S(=O)(=O)N5CCCC5)cc4)no3)CC2)cc1	-6%	-5%	-2%
CC(=O)N1CCc2c(sc3c2c(=O)n(-c2ccccc2)c(=O)n3CC(=O)Nc2ccccc2C)C1	-4%	5%	?
COc1ccccc1CCNC(=O)CCc1c(C)c2cc3c(C)c(C)oc3cc2oc1=O	-2%	4%	-1%
O=C(Nc1cccc(F)c1)c1ccc(-c2ccccc2)s1	-2%	16%	-1%
COc1cc2c(=O)c(C(=O)c3ccc(C)c(C)c3)cn(Cc3ccc(F)cc3)c2cc1OC	4%	-4%	-3%
COc1ccc(CCNC(=O)CSc2cn(CCNC(=O)c3ccc(OC)c(OC)c3)c3ccccc23)cc1OC	2%	-23%	2%
Cc1c(Cl)cccc1NC(=O)Cn1nnc2sc3c(c2c1=O)CCCC3	-5%	5%	?
CCS(=O)(=O)c1ncc(Cl)c(C(=O)N2CCN(c3ccc(OC)cc3)CC2)n1	-3%	?	-1%
Cc1ccc(OCC(=O)N(c2ccc(C)cc2)S(=O)(=O)c2ccc(Cl)cc2)cc1	4%	-3%	-1%
COc1ccc(CCNC(=O)C2CCN(Cc3nc(-c4ccc(OC)c(OC)c4)oc3C)CC2)cc1OC	-2%	10%	2%
